High-throughput results deposited in PubChem BioAssay by several laboratories.
aSyn 5UTR inh: 5' untranslated region of α-synuclein, MLPCN primary screen. 0.82% of 300,000 active. inhibition, % (tested at 7.5 µM). alpha-synuclein 5'UTR reporter, inhibitor activity; in the data active means inhibition above about 60%; inconclusive means no clear call, values can overlap the other calls;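 further: H4 neuroglioblastoma cells stably carrying SNCA 5'UTR luciferase fusion; 0% = DMSO wells and 100% = positive control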
HSP90 refold inh: inhibitors of HSP90 luciferase refolding in rabbit reticulocyte lysate | luciferase refolding luminescence, 3 h | inhibition, % at 5.6 µM | 0.91% of 290,000 active;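 active means inhibition above the screen-wide mean plus 3 SD, computed separately per campaign, cut at about 16% in these data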;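 further: 0% = DMSO wells and 100% = 60 µM geldanamycin wells; inhibitors lower the luminescence because luciferase stays unfolded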
HDAC3 inh: human HDAC3 inhibition | O15379 | recombinant HDAC3, fluorogenic peptide/trypsin coupled, fluorescence | inhibition, % at 8.3 µM | 0.15% of 320,000 active | AID 2718; in the data active means inhibition above about 26%, passing the limit was not always enough; inconclusive means no clear call, values can overlap the other calls
Target sequence (O15379 whole entry, looked up): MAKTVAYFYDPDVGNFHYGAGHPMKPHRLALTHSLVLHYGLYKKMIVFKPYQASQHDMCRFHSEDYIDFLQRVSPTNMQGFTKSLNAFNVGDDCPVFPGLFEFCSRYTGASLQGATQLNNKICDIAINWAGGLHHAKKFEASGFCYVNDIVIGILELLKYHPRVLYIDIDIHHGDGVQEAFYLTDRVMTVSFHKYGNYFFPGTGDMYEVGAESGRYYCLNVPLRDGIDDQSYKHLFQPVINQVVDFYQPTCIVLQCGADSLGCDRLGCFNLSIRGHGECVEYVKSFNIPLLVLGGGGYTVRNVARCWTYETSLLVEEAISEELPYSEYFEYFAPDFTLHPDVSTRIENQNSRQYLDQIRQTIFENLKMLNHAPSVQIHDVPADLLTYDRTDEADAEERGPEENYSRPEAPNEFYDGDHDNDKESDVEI
Platelet DG rel: modulates dense granule release in human platelets. inhibition, %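 (compounds screened at 7.5 µM in platelet-rich plasma)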. human platelet-rich plasma, SFLLRN dense granule ATP release, luminescence. 0.22% of 300,000 active;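 active means mean replicate score, as percent of positive control, at or above 50; inconclusive means mean below 50 but at least one replicate at or above 50; inactive means mean and every replicate below 50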
AI-2 QS modul: modulators of Vibrio harveyi AI-2 quorum sensing system; Vibrio harveyi JMH597 AI-2 luminescence/OD600 ratio, 9 h; hits give low values; strain lacks LuxN and CqsS sensors; 0 = neutral-control median; activity change, % at 7.5 µM; 0.4% of 300,000 active; in the data active means activity change below about -75%, passing the limit was not always enough; inconclusive means no clear call, values can overlap the other calls;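 further: luminescence divided by OD600 gain over 9 h not by final OD600 alone; inactives centre near 13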
IEC-6 cytotox: kills IEC-6 intestinal cells in KLF5 counter-screen; IEC-6 cytotoxicity, luminescence viability; 0.78% of 290,000 active; inhibition, % at 5 µM; AID 1825; in the data active means inhibition above about 22%;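 further: 0% = plate median of test compound wells and 100% = cytotoxic reference compound wells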
KLF5 inh: inhibitors of KLF5 expression. inhibition, % at 5 µM. DLD-1 KLF5 promoter-luciferase reporter, luminescence. 0.23% of 290,000 active;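 active means inhibition above a per-plate limit of that plate's mean compound inhibition plus 3 SD, cut at about 60% in these data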;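 further: 0% = DMSO wells and 100% = LY294002 at 200 µM; higher means less KLF5 promoter-driven luciferase light; inactives centre near -14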
HIF activator: HIF pathway transcriptional activation; U2OS HRE-luciferase reporter, luminescence; normalized: DMSO 0%, desferrioxamine 100%; activation, % at 7.5 µM (by protocol); 0.32% of 300,000 active; AID 1910;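 active means mean activation of at least 10% of the iron chelator positive control signal, with at least half of replicates also reaching 10%; inconclusive means mean and replicate majority disagree about reaching 10%; inactive means mean and most replicates under 10%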
HSF1 inhib: HSF1 inhibition. activity change, negative = inhibition, % at 7.5 µM (by protocol). 0.77% of 300,000 active. NIH3T3-HGL HSE-luciferase, MG132-induced, luminescence 8 h; hits give low values;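 active means more than half of replicate wells show activity change below -50%, luminescence cut by over half; inconclusive means some wells, but at most half, below -50%; inactive means no replicate well below -50%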;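 further: luciferase reports HSF-1 transcriptional activity via heat shock element; 0% = median of DMSO wells and -100% = zero luminescence signal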
HSF-1 act: increases HSF-1 driven luciferase reporter signal; NIH3T3-HGL HSF-1 luciferase reporter, MG132, 8 h; 100% = twice DMSO control signal; activation, % at 9 µM; 1.7% of 300,000 active;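 active means mean replicate activation of at least 50% with a set share of replicates each reaching 50%; inconclusive means only one of those two conditions met; inactive means mean below 50% and too few replicates reaching it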;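 further: 0% = median of the neutral control wells and 100% = twice that signal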
An asterisk follows results filed as active; ? = inconclusive; . = not tested or not shown.

SMILES	aSyn 5UTR inh	HSP90 refold inh	HDAC3 inh	Platelet DG rel	AI-2 QS modul	IEC-6 cytotox	KLF5 inh	HIF activator	HSF1 inhib	HSF-1 act
COc1ccc2c(c1)c(CC(=O)OC(C)C(=O)N(C)C)c(C)n2C(=O)c1ccc(Cl)cc1 (stereo not drawn)	13	-2	4	-5	22	-2	8	-0.4	3	-9
Cc1nnsc1C(=O)NNc1c(Cl)cccc1Cl	7	0	10	-6	4	-4	-34	0.0	0	-4
CCCCOc1ccc(C(=O)C(CN2CCOCC2)c2ccccc2)cc1 (stereo not drawn)	-134	0	8	0	10	1	-11	-1.4	35	36
COc1ccc(-c2c(C(C)=O)c(C)nc3sc4c(=O)n(-c5ccc(C)cc5)nnc4c23)cc1	20	3	-3	5	6	-2	0	0.3	-12	-17
COC(=O)CSC1=C(C#N)C(c2cccc(F)c2)CC(=O)N1 (stereo not drawn)	-11	0	4	5	20	4	-8	0.9	1	9
COc1ccc(C)cc1-n1nnnc1SCC(=O)c1cc(C)n(Cc2ccco2)c1C	-19	3	6	0	29	-9	16	0.1	15	21
Cc1cccc(C(C(=O)NC2CCCC2)N(C(=O)c2csnn2)C2CC2)c1 (stereo not drawn)	-7	-2	-5	-3	10	-2	-19	-28	0	7
CC(C)Cn1c(N)c(C(=O)COC(=O)c2cc(F)cc(F)c2)c(=O)n(C)c1=O	15	2	-3	11	31	3	-22	0.1	-3	5
Nc1ccc(-c2nc3ccccc3s2)cn1	-110	-4	-180	-22	20	-4	-111	1.1	17	43
Cc1ccc(C2=NN(C(=O)CCl)C(c3cccs3)C2)o1 (stereo not drawn)	-49	0	4	2	-1	-2	-17	2.5	31	58*
CC(CC(=O)N(C)c1c(N)n(Cc2ccccc2)c(=O)[nH]c1=O)c1ccccc1 (stereo not drawn)	5	.	4	-1	27	.	.	2.3	-3	3
CCOc1ccc(C(=O)NNC(=O)C2CC(=O)N(c3ccc(C)cc3)C2)cc1 (stereo not drawn)	14	.	2	-3	25	.	.	-2.9	-2	-2
O=C(N/N=C\c1cc(Br)cs1)C1COc2ccccc2O1 (stereo not drawn)	-127	-3	8	.	9	1	4	1.1	14	-4
CCOC(=O)Cc1csc(NC(=O)c2cccc(OC)c2)n1	-24	-2	0	6	1	-1	-17	0.5	-1	0
Cc1ccc(C(=O)CNc2cc(C)ccc2C)cc1	-18	-1	-12	-6	13	5	4	-33	1	14
CCc1cccc(C)c1NC(=O)C1CCN(c2nn3c(=O)cc(C)nc3s2)CC1	1	-5	2	-2	6	1	-28	-0.1	-4	-11
Cc1ccc(N2C(=O)c3ccc(N)cc3C2=O)cc1C	-131	-2	4	14	4	2	-143	3.6	11	26
CCN1CCCC1CNC(=O)C(=O)Nc1ccccc1 (stereo not drawn)	-60	0	3	6	6	-5	-51	2.5	15	5
O=C(NCCN1CCOCC1)c1csc2c1CCCCC2	-27	1	2	-15	26	-2	-19	0.1	4	2
Cc1ccc(S(=O)(=O)N2CCN(C(=O)COC(=O)c3ccc(C(C)(C)C)cc3)CC2)c(C)c1	6	0	-8	-11	42	1	-5	-0.1	-5	7
Cc1[nH]n(-c2ccccc2)c(=O)c1C=Nc1ccc(S(=O)(=O)NC(N)=O)cc1	-1	1	.	2	15	1	-8	-0.7	-1	-1
CCOC(=O)C(C(=O)OCC)C(=O)c1cc(OC)c(OC)c(OC)c1	7	2	3	-2	21	6	-15	1.8	-14	-8
CCCNC(=O)Cn1cc(S(=O)(=O)N2CCCC2)c(S(=O)(=O)N2CCCC2)c1	2	-5	1	11	28	-6	-12	-0.1	-2	-9
O=C(/C=C\c1ccco1)c1ccc(NC(=O)c2ccco2)cc1	-143	12	6	2	0	-4	-24	0.8	3	1
COc1ccc(C(CNC(=O)c2ccc(N3CCCC3=O)cc2)N(C)C)cc1 (stereo not drawn)	-38	3	-4	8	14	0	7	0.3	-6	-8
O=C(Cn1nnc2ccccc21)OCC(=O)c1ccc(Cl)cc1	-2	5	-3	-1	18	1	-4	0.6	-1	-12
CCOC(=O)c1cc(S(=O)(=O)Nc2ccc(OC)cc2OC)cn1C	-18	4	2	2	-16	8	-6	-0.2	9	13
Cn1nnnc1SCC(=O)N1CCc2ccccc21	-25	0	-7	5	8	4	1	0.3	3	-1
O=C(Nc1cc(S(=O)(=O)N2CCOCC2)ccc1N1CCOCC1)c1ccc(S(=O)(=O)N2CCCCC2)cc1	-7	-2	3	2	.	-3	-6	-0.4	-11	-5
COc1ccc2[nH]c(=O)c(CN(Cc3cccs3)Cc3nnnn3Cc3ccccc3)cc2c1	21	2	2	5	28	0	19	0.1	19	21
COc1ccccc1CCNS(=O)(=O)c1cc2c3c(c1)C(C)C(=O)N3CCC2 (stereo not drawn)	-3	-1	1	0	7	0	-28	81*	8	27
Cc1cc(C(=O)NC2CCCc3ccccc32)ccc1[N+](=O)[O-] (stereo not drawn)	1	-1	3	-3	16	-2	-25	-0.6	18	49
CCOC(=O)Nc1nnc(-c2ccc(OC)c(OC)c2)s1	-18	-2	-22	-46	10	-7	1	-0.2	-5	-7
CC(C)C(OC(=O)C1CCCO1)C(=O)NC1CCCC1 (stereo not drawn)	-39	2	-1	-4	23	0	-34	-0.6	0	-3
O=C(C1CCN(C2CCN(Cc3ccc4cc(F)ccc4n3)CC2)CC1)N1CCCC1	6	3	0	-7	1	2	-35	0.0	-1	3
O=C(NC(=S)NCC1CCCO1)c1ccc(Cl)cc1Cl (stereo not drawn)	-29	-5	?	-10	18	-7	-7	0.9	4	6
Cc1ccc(C)c(Cn2c(=O)n(C)c(=O)c3sccc32)c1	20	1	3	-1	19	4	-11	0.4	1	27
CCOC(=O)CC(NC(=O)Cc1ccccc1)c1ccccc1Cl (stereo not drawn)	-9	2	1	-6	25	0	-13	-0.3	1	-11
COc1ccc2c3c(cccc13)C(=O)N(O)C2=O	7	-1	0	0	44	63*	22	-0.5	2	16
Cn1cc(SCC(N)=O)c2ccccc21	25	-4	3	-1	20	-2	-15	-0.2	-7	-17
Cc1ccc(C)c(OCC(=O)Nc2ccc(S(=O)(=O)Nc3ncccn3)cc2)c1	4	1	3	-27	21	-3	-4	-0.3	0	5
Cn1cc(CN2CCC(n3nccc3NC(=O)CCc3ccccc3)CC2)cn1	10	-7	-2	-10	16	-1	-6	0.3	-4	8
CCOC(=O)c1sc(NC(=O)CSc2nnnn2-c2ccc(C)c(C)c2)nc1C	4	1	6	-3	16	6	-54	-0.2	-8	3
CS(=O)(=O)c1ccc2nc(NC(=O)c3ccc(NS(=O)(=O)c4cccc([N+](=O)[O-])c4)cc3)sc2c1	-7	-4	.	9	13	-1	-24	-0.2	1	-2
COC(=O)C(NS(=O)(=O)c1cccc(S(=O)(=O)NC(C(=O)OC)c2ccccc2)c1)c1ccccc1 (stereo not drawn)	-4	-3	1	1	58	2	-28	-0.1	0	4
CSC1=N/C(=C\c2ccc(C)s2)C(=O)S1	3	-1	0	3	16	-1	-4	0.3	-6	18
Cc1occc1C(=O)Nc1nnc(-c2ccncc2)s1	-53	0	-2	10	19	-7	-6	0.9	2	5
Oc1ccc(/C=N/Nc2nc(-c3cccnc3)nc3ccccc23)c(O)c1	-46	5	4	12	49	8	11	0.7	3	19
CCN(CC(=O)Nc1c(F)cccc1F)C(=O)CCSc1ccc(C)cc1	9	.	-1	-19	3	.	.	0.5	0	-17
CCOC(=O)c1c(NC(=O)Cn2nnc(-c3ccc(Cl)cc3)n2)sc(C)c1C	-1	1	6	-3	23	1	-33	0.0	1	19
CN(C)Cc1c(C(=O)N/N=C/c2ccncc2)nnn1-c1nonc1N	-4	-2	2	-7	21	-5	-45	0.6	5	14
Cc1ccc(Nc2nnc(C)c(=O)[nH]2)cc1	-15	-2	1	-3	21	3	14	-0.2	-3	1
CCNS(=O)(=O)c1ccc(NC(=O)Cn2nc(C(F)(F)F)cc2C)cc1	12	-4	7	-8	21	4	-10	0.0	-4	2
COCCCNC(=O)CCC(=O)NNc1nc2ccccc2c2nc(C)nn12	-4	-3	1	-3	16	2	-1	-0.1	-10	-29
CCn1[nH]c(=O)c(=Nc2c(C)n(C)n(-c3ccccc3)c2=O)cc1-c1ccc(Cl)cc1	13	0	3	-6	35	-4	4	-1.0	3	2
Cc1nc(C)c(C(=O)Nc2ccccc2)s1	-13	1	8	3	38	0	-39	0.2	5	18
CC(=O)c1cccc(N(CC(=O)Nc2cccnc2)S(C)(=O)=O)c1	10	0	0	5	14	-2	-25	0.0	0	1
Cc1cn(CCOc2ccc(Cl)cc2)c(=O)[nH]c1=O	-4	-3	7	7	19	-6	-9	2.1	2	16
C=CCn1c(=O)c(CCC(=O)Nc2ccc(N3CCOCC3)cc2)nc2cc(C(F)(F)F)ccc21	18	3	5	3	18	1	-34	-0.1	4	-2
C/C(=N\NC(=S)NCc1ccccc1)c1ccc2c(c1)OCCO2	-42	2	7	-10	2	-4	7	2.3	12	14

Some of these compounds in order of their number in KLF5 inh, ascending:
canonical_smiles	aSyn 5UTR inh	HSP90 refold inh	HDAC3 inh	Platelet DG rel	AI-2 QS modul	KLF5 inh	HSF1 inhib	HSF-1 act
CC(=O)c1cccc(N(CC(=O)Nc2cccnc2)S(C)(=O)=O)c1	10	0	0	5	14	-25	0	1
COCCCNC(=O)CCC(=O)NNc1nc2ccccc2c2nc(C)nn12	-4	-3	1	-3	16	-1	-10	-29
Oc1ccc(/C=N/Nc2nc(-c3cccnc3)nc3ccccc23)c(O)c1	-46	5	4	12	49	11	3	19

(further entries)
SMILES	aSyn 5UTR inh	HSP90 refold inh	HDAC3 inh	Platelet DG rel	AI-2 QS modul	IEC-6 cytotox	KLF5 inh	HIF activator	HSF1 inhib	HSF-1 act
COc1ccc(CN2CC(C(=O)NCc3ccc4c(c3)OCO4)CC2=O)cc1 (stereo not drawn)	11	0	3	5	9	2	-8	-0.2	-5	-2
CCc1ccccc1N(CC(=O)NCc1ccccc1)C(=O)CCC(=O)Nc1ccccn1	-1	1	-1	6	2	4	-5	-0.4	6	29
O=C(Nc1ccc2nn(-c3ccccc3)nc2c1)c1ccc(Br)o1	-46	1	13	4	8	-2	-21	1.1	2	12
Cc1ccccc1N(C)C(=O)C1CCCN(c2ncnc3c2nc2n3CCCCC2)C1 (stereo not drawn)	30	6	4	25	-3	2	-18	-0.4	-4	-6
O=C(COC(=O)C1CC2C=CC1C2)NCCc1ccccc1 (stereo not drawn)	11	-5	0	-2	13	-2	-29	0.3	5	0
Cc1ccc(-c2noc(Cn3nc(C(=O)O)c4ccccc4c3=O)n2)cc1	-13	-1	-4	-13	12	1	-49	0.0	0	3
CCCSC1=C(C#N)C(c2ccc(O)c(OC)c2)CC(=O)N1 (stereo not drawn)	6	-4	1	-9	9	2	-48	0.0	7	9
CC1Cc2ccccc2N1C(=O)c1ccc2c(c1)OCO2 (stereo not drawn)	9	-4	2	1	36	0	-23	0.5	-5	-4
CCn1c(SCc2nc(CC(=O)Nc3ccccc3OC)no2)nnc1-c1cccs1	13	-1	0	-3	-2	-8	-17	-0.7	1	19
COc1ccc(C(=O)C2CCCN(C(=O)CCc3ccccn3)C2)c(C)c1 (stereo not drawn)	-16	-5	-6	-5	18	-3	-4	-0.5	4	0
Nc1nnc(SCC(=O)N2CCCCC2)s1	16	0	0	8	-2	-1	-20	0.2	-2	10
